# Bioassay records (PubChem BioAssay)
# TbHK1 inh – blocks Trypanosoma brucei hexokinase 1 activity; inhibition, % at 10 µM; 220,000 compounds, 0.11% hits; recombinant TbHK1, G6PDH-coupled NADH A340;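 active = inhibition of 50% or more in the single-dose primary screen; inactive = inhibition below 50%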
# p97 inhibitor – human p97 ATPase inhibition | P55072 | recombinant p97 ATPase, Kinase-Glo ATP luminescence, 3 h | 220,000 compounds, 0.42% hits | AID 1481 | inhibition, % at 8 µM; in the data active = inhibition above about 15%;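 note: 0% = DMSO vehicle and 100% = wells lacking enzyme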
# Runt-CBFb FRET – blocks binding of human RUNX1 Runt domain to CBFb. Q01196+Q13951. Cerulean-Runt/Venus-CBFb FRET ratio 530/480, 1 h. inhibition, % at 20 µM. 220,000 compounds, 0.46% hits. AID 1496;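 active = inhibition over about 50% at 20 µM in the single-dose screen, limit read from the data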;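 note: 0% = DMSO wells and 100% = excess unlabeled CBFb competitor control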
# Target sequence (Q01196 whole entry, looked up, the tested form may be a part): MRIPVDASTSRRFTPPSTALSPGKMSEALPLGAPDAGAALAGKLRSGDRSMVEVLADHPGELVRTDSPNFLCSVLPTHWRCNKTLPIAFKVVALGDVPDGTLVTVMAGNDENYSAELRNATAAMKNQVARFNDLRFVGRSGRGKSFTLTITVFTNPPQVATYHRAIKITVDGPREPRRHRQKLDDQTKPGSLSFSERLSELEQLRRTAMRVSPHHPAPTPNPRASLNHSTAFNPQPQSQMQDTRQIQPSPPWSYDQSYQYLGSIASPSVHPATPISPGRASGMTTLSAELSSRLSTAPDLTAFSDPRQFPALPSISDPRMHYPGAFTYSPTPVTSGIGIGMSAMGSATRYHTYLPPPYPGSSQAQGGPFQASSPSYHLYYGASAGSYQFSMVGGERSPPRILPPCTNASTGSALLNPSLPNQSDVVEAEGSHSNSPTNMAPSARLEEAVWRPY
# Target sequence (Q13951 whole entry, looked up, the tested form may be a part): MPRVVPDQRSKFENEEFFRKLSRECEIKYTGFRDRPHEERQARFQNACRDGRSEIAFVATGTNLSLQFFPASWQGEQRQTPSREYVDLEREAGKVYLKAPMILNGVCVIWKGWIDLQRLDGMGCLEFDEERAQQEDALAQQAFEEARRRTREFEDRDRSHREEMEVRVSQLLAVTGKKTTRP
#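 Measured by: fluorescence energy transfer, 422 nm excitation, 530/480 nm emission; test system: Cerulean-tagged RUNX1 Runt domain (FRET donor) fusion protein; buffer or medium: Tris pH 7.5 buffer with BSA; compound: one dose, 20 µM compound, 1% DMSO; times: two 1 h room-temperature incubations shielded from light; benchmarks: unlabeled CBFb 5 µM, positive control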
# Furin inhibitor – blocks human furin protease activity; P09958; purified furin, fluorogenic substrate cleavage; inhibition, % at 30 µM; 220,000 compounds, 0.061% hits; in the data active = inhibition above about 25%; note: inactives centre near -15
# EBV gp42 inh – EBV gp42 inhibition | Q1HVG2 | Fluorescence polarization binding assay, mP read-out | inhibition, % (tested at 21.74 µM) | 220,000 compounds, 0.42% hits | AID 1085; in the data active = inhibition above about 50%
# Target sequence (Q1HVG2 whole entry, looked up): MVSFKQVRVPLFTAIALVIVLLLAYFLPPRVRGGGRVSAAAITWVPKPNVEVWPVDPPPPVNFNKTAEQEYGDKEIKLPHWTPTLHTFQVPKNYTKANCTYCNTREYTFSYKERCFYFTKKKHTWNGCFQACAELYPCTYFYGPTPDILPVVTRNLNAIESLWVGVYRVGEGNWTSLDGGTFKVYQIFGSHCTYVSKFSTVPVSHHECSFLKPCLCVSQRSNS
# p47phox inh – p47phox (human) inhibition. P14598. p47phox/p22phox peptide binding, fluorescence polarization, 2 h. 220,000 compounds, 0.53% hits. inhibition, % at 24.7 µM;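 active = inhibition above about 30%, limit read from the data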;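 note: 0% = p47phox with labelled peptide and 100% = labelled peptide alone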
# Runt-SMMHC FRET – inhibitors of human RUNX1 Runt domain binding to CBFb-SMMHC. Cerulean-Runt/Venus-CBFb-SMMHC FRET ratio 530/480, 1 h. 220,000 compounds, 0.74% hits. AID 1434. inhibition, % at 20 µM;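 active = mean inhibition across duplicate retests at 20 µM reaching about 50%, limit read from the data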;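 note: 0% = DMSO wells and 100% = wells with excess untagged CBFb-SMMHC; inhibitors lower the FRET ratio by blocking Runt binding to CBFb-SMMHC; some results filed as inactive read as strong as hits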
# Calpain2 inh – inhibitors of pig calpain II; purified calpain II, fluorogenic peptide substrate, 30 min; inhibition, % at 16 µM; 220,000 compounds, 0.37% hits;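 active = inhibition above about 50%, limit read from the data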
# RBBP9 inhibitor – blocks human serine hydrolase RBBP9. O75884. 220,000 compounds, 0.2% hits. inhibition, % at 7.94 µM. recombinant RBBP9, FP-Rh probe fluorescence polarization;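 active = inhibition above the campaign mean of all tested compounds plus 3 SD, cut at about 14% in these data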;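 note: plate controls were DMSO wells with RBBP9 for no effect and wells lacking RBBP9 protein for full effect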
# Target sequence (O75884 whole entry, looked up): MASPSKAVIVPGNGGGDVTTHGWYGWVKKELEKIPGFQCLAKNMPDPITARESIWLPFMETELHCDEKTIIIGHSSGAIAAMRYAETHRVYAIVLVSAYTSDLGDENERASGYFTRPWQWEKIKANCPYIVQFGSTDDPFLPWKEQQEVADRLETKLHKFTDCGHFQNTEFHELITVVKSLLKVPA
#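 Measured by: FP readout at 525/598 nm; material: recombinant human RBBP9; also added: Serine-hydrolase probe FP-Rh, 375 nM pre-mixing; medium: Tris buffer pH 8.0, NaCl, Pluronic; replication: one well per compound; doses: one concentration, 7.94 µM nominal, 0.794% DMSO; timing: preincubation 30 min plus labeling 45 min at 25 °C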
# An asterisk follows results filed as active; i = inactive; . = not tested or not shown; [ ] = another dose, or the depositor's remark.
SMILES,TbHK1 inh,p97 inhibitor,Runt-CBFb FRET,Furin inhibitor,EBV gp42 inh,p47phox inh,Runt-SMMHC FRET,Calpain2 inh,RBBP9 inhibitor
CCC1(C)CC2(CCCN(CCC(=O)c3ccccc3)C2)CCO1 (centres undefined),-1,3,-3,-18,-6,1,-7,-6,-5
O=C(Cn1ncc2c(=O)oc3ccccc3c21)N1CCC(N2CCCCC2)CC1,3,3,1,-21,-15,-20,3,1,1
COc1ccc(-n2ccnc2SCC(=O)NC2CCCC2)c(OC)c1,-4,-1,-1,-10,-16,-5,-1,5,6
CC(C)C(=O)Nc1ccc(N2CCCC2)c(Cl)c1,-1,0,1,-3,-5,-9,0,-13,-6
CC(C)C[C@H](NC(=O)Nc1ccc(S(N)(=O)=O)cc1)C(=O)O,31,3,1,-10,10,-9,2,27,-4
COc1ccc(-c2cn3cccnc3n2)cc1NC(=O)c1cc(OC)c(OC)c(OC)c1,-10,4,-1,-16,-12,-1,-3,i,-3
O=C(N/N=C/c1c[nH]c2ccccc12)C1COc2ccccc2O1 (centres undefined),-8,0,-1,-1,-6,-15,2,6,-4
C=C(CC1([C@@H](NP(=O)(c2ccccc2)c2ccccc2)[C@H]2C[C@@H]2CCCC)CC1)c1ccccc1,8,-4,-7,-7,-16,-3,-4,38,-11
CCN(C(=O)Cn1c(=O)n(Cc2ccccc2)c(=O)c2ccccc21)c1cccc(C)c1,-7,1,1,-29[20 µM],-10,-15,1,-26,-4
Cc1ccc(C(C)C)c(OCC(=O)Nc2ccc(N3CCN(S(C)(=O)=O)CC3)cc2)c1,-5,2,-3,-6[20 µM],2,-18,-1,10,1
CC(=O)Nc1ccc2nc(NC(=O)COc3ccc([N+](=O)[O-])cc3)sc2c1,-10,4,2,-34,-2,10,2,-52,-6
Cc1cc[n+](-c2nc([O-])n(-c3ccccc3)c2C=O)cc1,-5,2,.,-16[20 µM],.,.,.,.,1
CCOc1ccc(C2/C(=C(/O)c3ccc(OC)cc3)C(=O)C(=O)N2c2cc(C)on2)cc1OC (centres undefined),-33,8,3,-13[20 µM],-16,4,2,-57,0
CC1CCc2cc(F)ccc2N1C(=O)c1ccc2c(c1)OCO2 (centres undefined),0,-2,0,2[20 µM],-5,-6,5,6,-1
O=C(OCC1COc2ccccc2O1)c1ccccc1F (centres undefined),2,9,-2,-16,0,-9,-2,27,-1
O=C(O)Cc1csc(NC(=O)c2ccco2)n1,-14,5,-1,-15[20 µM],-9,-7,-2,-31,-3
CC(C)Oc1cccc(C(=O)C2CCCN(Cc3cnc(N4CCOCC4)s3)C2)c1 (centres undefined),-6,0,-2,-16,-5,-3,0,1,-7
COc1cc(/C=C/C2=CC(C)(C)NC(=S)N2)cc(OC)c1OC,-1,1,6,-19,-8,-16,1,-4,5
COc1ccc2c(c1)c(=O)oc1cc(OCC(=O)N3CCC(C)CC3)ccc12,-4,-3,-5,-16[20 µM],23,-5,-8,-239,-9
CCOc1cc(C)cc2oc(=O)cc(-c3ccccc3)c12,-7,-7,3,-8[20 µM],6,2,1,-3,-11
Cc1cc2c(cc1C)N(C(=O)CSc1nncn1C)C(C)(C)c1ssc(=S)c1-2,7,-11,0,-1[20 µM],-8,4,-3,-31,-1
O=C(Nc1nccs1)C1C2CC3OC(=O)C1C3C2 (centres undefined),-4,5,0,-10[20 µM],3,-4,-2,24,5
CC1=C(C(=O)c2ccccc2)C(c2cccc([N+](=O)[O-])c2)NC(=S)N1 (centres undefined),-19,2,2,-15,-5,-1,2,-33,4
CC(=O)COc1ncn(-c2ccccc2)n1,-9,-3,0,-16[20 µM],0,-10,-1,-32,4
Cc1ccc2nc(SCc3nnc(-c4cccs4)o3)[nH]c2c1,-2,5,1,-16,1,-7,2,-3,-4
O=C(CCn1c(=O)c2ccccc2n(CC(=O)NC2CCCC2)c1=O)NCCc1ccc(Cl)cc1,14,-2,-2,-18[20 µM],-9,3,0,-2,-7
CCC(C)[C@H](NC(=O)NC1CCCc2ccccc21)C(=O)OC (some centres undefined),-9,-2,-1,-21,-16,-10,-1,-22,-1
C/C(=N\Nc1nc(N)cc(Cl)n1)c1ccc(F)cc1,-2,6,-1,-19,-2,-2,-2,-22,6
O=C(NCCCN1CCN(c2cccc(Cl)c2)CC1)c1nc(-c2ccncc2)no1,0,-3,-2,-1[20 µM],-11,-6,-4,-38,-1
c1ccc(-c2nnc3ccc(N4CCCC4)nn23)cc1,-8,-3,-3,-11,-11,-13,-6,-8,-6
OCCC1CN(Cc2cc(F)ccc2-n2cccn2)CCN1Cc1ccc(F)cc1 (centres undefined),-11,1,1,-14,-2,4,2,-9,5
CCC(=O)Nc1cc(C(=O)O)ccc1Sc1ccccc1,0,4,-2,-18,-11,0,1,-25,-1
COc1ccc(C2=NN(C(=O)CCC(=O)O)C(c3cccs3)C2)cc1 (centres undefined),-18,1,2,-25,-6,-2,4,-72,-2
CCOC(=O)C1=C(C)NC(=O)C1(NC(=O)c1cccnc1)C(F)(F)F (centres undefined),-6,-2,0,-20[20 µM],-11,-3,1,24,-11
Cc1cc(Nc2ccccc2)n(-c2nc3ccccc3[nH]2)n1,5,-3,-1,-16,-13,-23,4,15,-10
CC(C)C(=O)O/N=C1\CCS(=O)(=O)c2sccc21,2,2,1,-20,-6,-16,4,-12,2
OC(CNCc1ccc(Cl)cc1)C(F)(F)F (centres undefined),1,0,-1,-28,-15,-5,1,-1,-15
NC(=O)N/N=C/c1cc(F)cc(F)c1,7,-7,-2,-9,-2,-7,-2,-6,-4
COc1cc2c(cc1OC)C(C)N(S(=O)(=O)c1cn(C)c(C)n1)CC2 (centres undefined),-1,15,-1,-9,-14,4,-4,2,2
CC(C)C(OC(=O)c1ccco1)C(=O)NCc1cccs1 (centres undefined),0,-7,0,-20[20 µM],-26,-10,-4,-2,-4
COC(=O)c1cn(CC(=O)NC2CCCCCC2)c2ccccc12,-5,1,0,-19[20 µM],-3,6,-6,8,5
O=C(CCn1nnc2ccccc21)Nc1nnc(Cc2ccccc2)s1,-5,6,1,-11,-18,-7,3,-17,-1
CC(C)n1c(SCC(=O)N2c3ccccc3Sc3ccccc32)nc2c1c(=O)n(C)c(=O)n2C,-7,2,-7,-15,-1,-4,-2,-124,-3
CC(CCc1ccccc1)NC(=O)c1nnc(Cc2ccc(F)cc2)o1 (centres undefined),-1,-1,-2,-14,-6,-2,1,4,-1
CS(=O)(=O)N(CC(=O)N1CCCC1)c1cc(C(F)(F)F)ccc1Cl,-1,-4,3,-5,-8,-4,1,9,-6
CN(C)S(=O)(=O)c1ccc(Cl)c(NC(=O)COC(=O)/C=C/c2ccco2)c1,-1,3,-1,-29,-8,-20,-1,-2,-6
O=C(NCCN1CCOCC1)N1c2ccccc2Sc2ccccc21,2,-1,-2,-32[20 µM],-26,-18,5,-26,-6
COc1ccc(N2C(=O)C(CC(=O)Nc3ccc(F)cc3)N(CCc3cccs3)C2=O)cc1 (centres undefined),12,-1,-1,-17,5,-16,2,24,-3
Cc1c(NC(=S)NC(=O)c2ccc(-c3ccc(Cl)cc3)o2)cccc1C(=O)O,5,-5,3,3,-3,-7,4,-40,-2
CC(C)=C1C2CCC1C1C(=O)N(c3nc(-c4ccc(F)cc4)c(C)s3)C(=O)C21 (centres undefined),1,-2,2,-6[20 µM],-9,-17,1,-5,0

# The listing continues:
SMILES,TbHK1 inh,p97 inhibitor,Runt-CBFb FRET,Furin inhibitor,EBV gp42 inh,p47phox inh,Runt-SMMHC FRET,Calpain2 inh,RBBP9 inhibitor
Nc1[nH]n2c(=O)cc(-c3ccccc3)nc2c1N=Nc1ccccc1,4,3,-8,-2[20 µM],5,8,-5,-172,0
CCOc1ccccc1-c1nc(CN(Cc2cnn(C)c2)C(C)C)c(C)o1,4,0,0,-22,-8,-23,0,-25,-1
COC(=O)c1cc(NC2c3ccccc3C(=O)N2c2cccnc2)cc(C(=O)OC)c1 (centres undefined),-4,0,.,-20,-22,-7,5,-11,-1
Cc1cc2cc(C)c3nnc(SCC(=O)N4CCc5ccccc54)n3c2cc1C,-2,-3,-3,-8[20 µM],-19,-10,-11,-5,-4
O=C(NCC1CCCO1)c1onc(CSc2ccc(Cl)cc2)c1C(=O)O (centres undefined),1,1,-2,-19[20 µM],-16,-13,-1,8,-5
C/C(CCc1oc2ccc(Br)cc2c1-c1ccc(C)o1)=N/O,-4,1,6,-24,1,-18,2,2,-11
O=C(O)c1ccccc1-c1ccc(/C=C/c2cc(C(F)(F)F)[nH]c(=O)n2)o1,-22,1,68*,-26,-15,-137,87*,-209,-11
COc1ccc(NC(=O)C2=C(C)C(=O)OC23CCC(C)CC3)cc1Cl (centres undefined),-6,-3,0,-10[20 µM],-10,-9,-5,11,-8
O=c1c2sc(-c3ccccc3)cc2nc2n1CCCCC2,-12,5,1,-18,-7,-5,-3,8,1
CNc1oc(-c2cccs2)nc1C#N,-25,11,1,-238,-15,-5,4,i,-4

# Molecules listed so far that contain a nitro group on carbon, in the order listed:
SMILES,TbHK1 inh,p97 inhibitor,Runt-CBFb FRET,Furin inhibitor,EBV gp42 inh,p47phox inh,Runt-SMMHC FRET,Calpain2 inh,RBBP9 inhibitor
CC(=O)Nc1ccc2nc(NC(=O)COc3ccc([N+](=O)[O-])cc3)sc2c1,-10,4,2,-34,-2,10,2,-52,-6
CC1=C(C(=O)c2ccccc2)C(c2cccc([N+](=O)[O-])c2)NC(=S)N1 (centres undefined),-19,2,2,-15,-5,-1,2,-33,4

# (next part)
SMILES,TbHK1 inh,p97 inhibitor,Runt-CBFb FRET,Furin inhibitor,EBV gp42 inh,p47phox inh,Runt-SMMHC FRET,Calpain2 inh,RBBP9 inhibitor
Cc1ccccc1-c1ccc(C(=O)NCc2ccccc2)o1,-6,0,-1,-15,-11,-2,0,2,1
COc1ccccc1CN1CCNC(=O)C1CC(=O)N(C)Cc1cnccn1 (centres undefined),8,-2,0,-17,3,-2,0,11,-4
COCc1cc(C)nc(OCC(=O)N/N=C/c2ccc(-c3cc([N+](=O)[O-])ccc3Cl)o2)c1C#N,1,2,.,-25,-7,3,-9,2,3
CCc1ccc(N2CN(Cc3ccco3)CNC2=S)cc1,-5,0,-1,-15,-2,-2,1,-20,1
Cn1c2ccccc2c2cc(/C=C(\NC(=O)c3ccccc3)C(=O)O)ccc21,-25,7,0,-21,-16,-12,0,40,-6
Cc1cc(C)n(Cc2ccc(Cl)nc2)n1,3,-4,0,-22,-5,-2,-1,34,4
CC(C)CC(=O)Nc1ccc(C(=O)Cn2nc(C(=O)O)c3ccccc3c2=O)cc1,9,2,-2,-18[20 µM],-40,-18,-10,8,-3
O=C(c1ccc(CSc2nc3ccncc3[nH]2)cc1)N1CCN(c2cccc(Cl)c2)CC1,-4,8,-5,-12,-8,-7,-12,1,0
Cc1ccc(SCC(=O)N2CCC(C(N)=O)CC2)cc1,1,1,-4,-20,-12,4,-2,16,-3
COc1cc(NC(=S)N2CCc3ccccc3C2)cc(OC)c1,0,0,0,-23,-2,-17,-3,13,-2
COC(=O)CSc1ccc2c(N)c(C(=O)OC)sc2c1,-5,-6,1,-17,-14,-5,4,-62,-4
CC1CCN(C(=O)CSc2nncn2C)CC1,0,-2,-3,-9[20 µM],-9,-4,-1,13,0

# Reprinted from the entries so far for reference:
SMILES,TbHK1 inh,p97 inhibitor,Runt-CBFb FRET,Furin inhibitor,EBV gp42 inh,p47phox inh,Runt-SMMHC FRET,Calpain2 inh,RBBP9 inhibitor
COc1cc(NC(=S)N2CCc3ccccc3C2)cc(OC)c1,0,0,0,-23,-2,-17,-3,13,-2
COC(=O)CSc1ccc2c(N)c(C(=O)OC)sc2c1,-5,-6,1,-17,-14,-5,4,-62,-4
CC1CCN(C(=O)CSc2nncn2C)CC1,0,-2,-3,-9[20 µM],-9,-4,-1,13,0

# Hits appear at their usual frequency; about 2.7% have a hit in one of these screens.
